ERp5 inh: blocks human ERp5 reductase activity on insulin; ERp5 insulin aggregation, absorbance 650 nm, 90 min; hit rate 0.05% among 350,000; AID 651711; inhibition, % at 9.99 µM;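 active means mean replicate inhibition above about 25%, with every replicate also reaching it, limit read from the data, passing the limit was not always enough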
Target sequence (Q15084 whole entry, looked up): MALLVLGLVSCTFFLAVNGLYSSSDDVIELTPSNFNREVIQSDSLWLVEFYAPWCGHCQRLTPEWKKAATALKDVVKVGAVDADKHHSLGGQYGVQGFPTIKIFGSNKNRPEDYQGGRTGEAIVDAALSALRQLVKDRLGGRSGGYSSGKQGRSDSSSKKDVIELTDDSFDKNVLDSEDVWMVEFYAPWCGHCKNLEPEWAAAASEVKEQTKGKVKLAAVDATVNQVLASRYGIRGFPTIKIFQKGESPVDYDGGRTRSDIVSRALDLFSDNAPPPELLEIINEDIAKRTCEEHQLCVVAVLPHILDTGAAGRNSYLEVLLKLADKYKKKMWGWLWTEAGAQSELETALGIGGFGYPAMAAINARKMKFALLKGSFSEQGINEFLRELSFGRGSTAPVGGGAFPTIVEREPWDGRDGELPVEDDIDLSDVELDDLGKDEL
E-sel inducer: E-selectin induction on HUVECs. HUVEC E-selectin immunofluorescence imaging; normalized: neutral wells 0, TNF-alpha wells 100. activation, % at 7.58 µM. hit rate 0.37% among 260,000. AID 686992;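 active means mean E-selectin-positive cell signal at least 10% of the positive control, reached in at least 60% of replicates, without over 20% cell loss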;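 further: in these data hits start at about 27%; measured in HUVEC primary endothelial cells; signal is the percent of cells scored E-selectin positive by PE staining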
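Assay system: HUVEC, human umbilical vein endothelial cells / Amount: 3,000 HUVEC/well / Controls: TNF-alpha positive control, DMSO neutral control / Compound dosing: single concentration / Medium: EGM-2 over gelatin coat / Evaluation: percent E-selectin-positive cells / Signal: immunofluorescence imaging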
RAD54 inh: RAD54 (human) branch migration inhibition; AID 602329; Q92698; RAD54 Holliday junction branch migration, FAM/BHQ fluorescence; hit rate 0.14% among 360,000; inhibition, % at 10.4 µM;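 active means mean normalized replicate activity at least 40 and at least half of replicates scoring 40 or more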;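 further: 0% = median of neutral control wells and 100% = median of positive control wells; inhibitors cause a drop in the FAM fluorescence signal; in these data hits start at about 50%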
ARNT-TACC3 inh: ARNT/TACC3 interaction disruption. AlphaScreen His-ARNT PAS-B/GST-TACC3 binding, luminescence; TACC3 fragment carries E629A point mutation. inhibition, % at 9.99 µM. hit rate 0.66% among 390,000;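 active means mean inhibition of replicates at least 50% and at least half of replicates each reaching 50%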;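 further: 0% = complete ARNT plus TACC3 wells and 100% = ARNT alone without TACC3; many hits fall short of the cut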
CASP6 VEID inh: inhibitors of human caspase-6 | AID 686996 | P55212 | inhibition, % at 12.5 µM | hit rate 0.53% among 350,000 | purified caspase-6, Z-VEID-R110 cleavage fluorescence;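 active means mean inhibition across replicates at least about 35%, with every replicate also reaching that limit, limit read from the data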;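 further: 0% = median of neutral control wells and 100% = no fluorescence left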
esBAF inh: blocks esBAF chromatin remodeling in mouse ES cells | reporter increase, % at 12.5 µM | AID 602393 | hit rate 2% among 350,000 | Bmi1-luciferase knock-in reporter, 24 h; 100% = twice the neutral-well signal; in the data active means activation above about 40%;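 further: 0% = median of the plate's neutral control wells and 100% = double that signal; a rise in the Bmi1 reporter signal indicates esBAF inhibition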
PglD DTNB: blocks C. jejuni PglD acetyltransferase activity; inhibition, % at 12.5 µM; hit rate 0.098% among 360,000; purified PglD enzyme, DTNB colorimetric CoA detection; AID 602405; in the data active means inhibition above about 16%, passing the limit was not always enough; further: strong numbers were not always called active
RAD52 inh: RAD52 (human) annealing inhibition. inhibition, % at 18.7 µM. hit rate 0.46% among 360,000. recombinant RAD52 DNA annealing, FRET fluorescence. AID 651710. P43351;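 active means every replicate showing at least 50% inhibition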
Target sequence (P43351 whole entry, looked up): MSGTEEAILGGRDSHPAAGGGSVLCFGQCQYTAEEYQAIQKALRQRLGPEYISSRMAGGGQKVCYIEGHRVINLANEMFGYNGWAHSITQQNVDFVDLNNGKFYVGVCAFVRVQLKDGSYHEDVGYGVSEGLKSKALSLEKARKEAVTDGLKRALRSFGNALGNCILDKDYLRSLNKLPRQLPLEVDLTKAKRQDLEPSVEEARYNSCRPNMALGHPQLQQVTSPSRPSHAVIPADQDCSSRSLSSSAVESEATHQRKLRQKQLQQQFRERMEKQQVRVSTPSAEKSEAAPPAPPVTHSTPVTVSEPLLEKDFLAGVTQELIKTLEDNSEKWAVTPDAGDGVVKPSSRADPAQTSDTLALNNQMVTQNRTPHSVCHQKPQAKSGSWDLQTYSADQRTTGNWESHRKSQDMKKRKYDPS
Active calls of the source: *; x = not tested or not shown.

SMILES	ERp5 inh	E-sel inducer	RAD54 inh	ARNT-TACC3 inh	CASP6 VEID inh	esBAF inh	PglD DTNB	RAD52 inh
CCOC(CNC(=O)c1ccc2c(c1)nc(C)n2-c1cccc(F)c1)OCC	3.8	x	x	1.2	1.5	-2.6	x	-7.3
COC(=O)[C@@H]1[C@@H](CO)[C@@H]2Cn3c(ccc(C4=CCCCC4)c3=O)[C@@H]2N1Cc1cccnc1	-2.6	-0.1	x	x	0.2	x	x	-20.5
Cc1nc2oc3ccccc3c(=O)c2c(=O)n1Cc1ccccc1	x	x	12.3	-3.2	x	-2.8	-6.7	x
COC(=O)c1ccccc1NS(=O)(=O)c1ccc(Cl)nc1	-2.8	0.1	-0.9	-5.5	x	-0.5	-0.6	-6.9
Cc1ccc(-n2c(SCC(=O)N3CCCCC3)nc(O)cc2=O)cc1	-0.9	-0.2	-1.9	-8.2	2.5	-5.2	0.7	-3.5
C[C@@H]1CCCCO[C@H](CN(C)S(=O)(=O)c2ccc(F)cc2)[C@H](C)CN([C@H](C)CO)C(=O)c2cc(NC(=O)C3CCCCC3)ccc2O1	1.4	0.1	-1.3	-1.3	-1.9	-9.1	0.2	5.4
COCCCNC(=S)N/N=C/c1cccc(OC)c1O	x	x	4.4	x	2.7	x	-2.0	-14.2
CCc1ccc(NS(=O)(=O)c2ccc3oc(=O)ccc3c2)cc1	1.9	x	12.9	7.7	6.2	8.0	1.7	-0.5
COc1ccccc1N1CCN(C2=Nc3cccc4cccc2c34)CC1	2.5	x	39.5	19.5	3.2	37.7	-1.8	-13.8
N#Cc1c(-c2ccccc2)cc(-c2ccccc2)nc1SCC(=O)NCC(=O)O	-1.8	x	-1.6	-4.0	2.3	-2.8	-4.0	-12.9
CCOC(=O)c1c(Cc2ccc(Cl)cc2)c[nH]c1C	0.2	x	x	1.3	0.3	x	x	-23.0
COc1ccc(S(=O)(=O)Nc2ccc3c(c2)C(=O)N([C@H](C)CO)C[C@H](C)[C@H](CN(C)C(=O)Nc2ccccc2)OCCCC[C@H](C)O3)cc1	15.2	0.1	2.4	-20.3	0.6	-12.4	1.3	-9.5
O=C(O)c1cnn2c(C(F)(F)F)cc(-c3ccco3)nc12	5.9	x	-32.9	1.1	6.8	-6.0	0.7	-21.1
CN(C1CCCCC1)S(=O)(=O)c1ccc2c(c1)c(=O)c(C(=O)NCCCN1CCCC1)cn2C	2.8	0.1	-7.9	-0.5	-12.6	-1.5	-5.1	-58.5
CC(NC(=O)CCC(=O)Nc1ccccc1O)c1ccccc1 (centres undefined)	4.6	x	-2.0	x	0.3	x	5.3	-16.8
COc1ccc(C(NC(=O)C2CCN(Cc3cc(OC)cc(OC)c3)CC2)c2ccccn2)cc1 (centres undefined)	-1.7	-0.1	3.1	x	-2.1	-2.9	3.0	-28.1
COc1ccc2ccccc2c1/C=N/NC(=O)c1cccc([N+](=O)[O-])c1	4.9	0.6	-0.4	-6.6	-0.1	-3.4	3.2	-20.8
CCOC(=O)[C@@H]1[C@H]2COc3ccc(Br)cc3[C@H]2N2C(=O)N(c3ccc(C)cc3)C(=O)[C@]12C	0.0	-0.2	-5.2	10.7	2.5	-4.5	0.5	-21.5
COc1ccc(CC(=O)Nc2ccc(-c3ccc4nnc(C)n4n3)cc2)cc1OC	-0.2	x	-13.4	3.3	0.8	x	-4.8	-25.7
COc1ccc(OC)c(-n2c(SCC(=O)Nc3cccc(S(N)(=O)=O)c3)nc3ccccc3c2=O)c1	7.6	x	-7.8	-4.5	2.4	1.2	-4.9	-23.3
N#CCOc1nc(N2CCCCC2)nc(N2CCCCC2)n1	-2.6	0.1	5.8	-3.8	x	10.4	-2.4	-32.4
CN1[C@@H]2Cn3c(ccc(-c4ccccc4)c3=O)[C@H]1[C@@H](C(=O)NC1CCCCC1)[C@@H]2CO	7.9	0.1	2.0	-11.9	5.5	0.7	-2.5	3.8
O=C(O)/C(=C\c1ccccc1OC(F)F)Sc1nnc(-c2ccc(F)cc2)o1	-0.9	-0.1	-0.2	2.5	2.6	-0.4	-1.1	-12.6
COC(=O)C[C@@H]1CC[C@H](NC(=O)c2cnccn2)[C@@H](CO)O1	-3.7	7.5	x	x	7.5	x	x	-5.8
C/C=C(\C)C(=O)Nc1cccc(C2=NOC3(C2)C[C@H](C(N)=O)N(C(=O)c2cc([N+](=O)[O-])cc([N+](=O)[O-])c2)C3)c1 (some centres undefined)	4.6	-0.3	9.1	-5.6	8.4	x	3.0	-11.3
Cc1cccn2c(=O)c3cc(C(=O)NCCN4CCOCC4)c(=N)n(CCCN4CCOCC4)c3nc12	0.9	0.1	91.5*	2.3	-32.0	-4.3	3.3	77.6*
COC(=O)[C@]1(C)N[C@H](CN(C)S(=O)(=O)c2ccc(F)cc2)[C@@H]2C(=O)N(Cc3ccccc3)C(=O)[C@@H]21	-0.8	-0.6	-6.4	-3.5	16.3	-3.0	1.5	-11.3
CN(C)CCCNC(=O)C[C@H]1CC[C@@H]2[C@@H](COc3ccc(NC(=O)c4ccccc4F)cc3C(=O)N2C)O1	0.8	0.2	7.6	2.9	-61.0	4.5	0.2	6.9
CCC(=O)NCCc1c[nH]c2ccccc12	x	x	4.5	-6.6	x	0.4	-2.1	x
CCOC(=O)c1[nH]c2ccc(OC)cc2c1NC(=O)CN1CCc2ccccc2C1	x	x	9.6	3.8	x	-2.7	2.3	x

Continued, overlapping the part above by 2 compounds.
SMILES	ERp5 inh	E-sel inducer	RAD54 inh	ARNT-TACC3 inh	CASP6 VEID inh	esBAF inh	PglD DTNB	RAD52 inh
CCC(=O)NCCc1c[nH]c2ccccc12	x	x	4.5	-6.6	x	0.4	-2.1	x
CCOC(=O)c1[nH]c2ccc(OC)cc2c1NC(=O)CN1CCc2ccccc2C1	x	x	9.6	3.8	x	-2.7	2.3	x
C[C@H](O)C#Cc1cnc2c(c1)C(=O)N([C@@H](C)CO)C[C@H](C)[C@@H](CN(C)C(=O)c1ccccc1F)O2	-0.9	x	-9.5	-4.1	-1.3	-1.4	-1.4	-10.7
COc1ccc(C2/C=C\CN(C(=O)C3CCCC3)[C@H](Cc3ccccc3)C(=O)N2Cc2ccc(F)cc2)cc1 (some centres undefined)	3.4	-0.2	-1.3	-1.6	-0.8	-0.2	-4.8	-136.1
C[C@@H]1CN([C@H](C)CO)C(=O)c2cc(C#Cc3ccccc3F)cnc2O[C@H]1CN(C)C(=O)Cc1ccccc1	3.5	0.1	5.4	21.1	0.2	3.5	-0.1	22.1
CCOc1nc(OCC)nc(N2CCC(C)CC2)n1	x	x	2.1	-3.1	x	-6.4	3.5	x
Clc1ccc(Cl)c(OCc2cc(-c3ccccc3Cl)on2)c1	x	x	1.2	3.9	x	12.4	3.8	x
CCOc1ccc(CC(=O)NCc2cn3c(C)csc3n2)cc1	-4.4	-0.4	2.9	5.7	-1.7	9.1	-1.8	-19.7
CC1Cc2ccccc2N1Cc1cccc([N+](=O)[O-])c1 (centres undefined)	x	x	-11.8	3.3	x	0.5	-5.2	x
CCOc1ccccc1N1CCN(C(=S)NCc2ccc(Cl)cc2)CC1	10.3	-2.6	9.4	-2.4	-1.8	16.3	4.0	-5.7
COc1ccc(NC(=O)C2CC(c3cc(OC)c(OC)c(OC)c3)=NO2)cc1OC (centres undefined)	x	x	4.2	4.8	x	-2.3	-2.5	x
CCOC(=O)c1nnc(-c2ccccc2)[nH]c1=O	-1.2	2.1	0.5	x	-2.4	7.0	-7.9	-25.4
CCCCC(c1nnnn1CCOC)N1CCN(c2cccc(OC)c2)CC1 (centres undefined)	x	x	6.1	-0.3	x	-2.3	-1.1	x
CO[C@H]1CN(C)C(=O)c2ccc(NC(=O)C3CCC3)cc2OC[C@@H](C)N(C(=O)CN(C)C)C[C@H]1C	x	-0.2	-9.2	5.1	x	-0.5	0.1	x
CC1CCN(CC(O)COCCC23CC4CC(CC(C4)C2)C3)CC1 (centres undefined)	-0.2	x	-4.5	3.8	-4.5	1.0	3.2	-5.1
CC(=O)N1[C@H](CNC(=O)CN(C)C)[C@H](c2ccc(C3=CCCC3)cc2)[C@@H]1CO	x	0.2	2.3	-4.2	x	-1.5	-1.1	x
O=C(O)C1CCCCC1C(=O)Nc1ccccn1 (centres undefined)	x	x	11.6	0.5	x	-1.0	4.4	x
O=C(O)c1cc(O)ccc1-c1ccc(O)cc1	x	x	9.9	-13.4	x	2.4	-0.6	x
CCCNC(=O)Nc1ccc2c(c1)C(=O)N(C)C[C@@H](OC)[C@H](C)CN(CCC)[C@@H](C)CO2	6.4	-0.1	-4.3	-0.3	x	-7.0	0.1	-6.8
Cc1cc(CNCc2c(C(=O)N3CCCCCCC3)nc3ccc(Cl)cn23)nn1C	-2.4	x	x	-4.0	-1.6	x	x	-179.8
COc1ccccc1-c1cnc2c(c1)C(=O)N([C@@H](C)CO)C[C@@H](C)[C@@H](CN(C)C)O2	2.8	-2.0	9.8	-1.8	0.0	-2.3	0.5	-5.9
COc1ccc(C(C(=O)NC(C)(C)C)N(CCc2ccc(OC)c(OC)c2)C(=O)CCC(=O)Nc2cc(C)on2)cc1 (centres undefined)	3.9	x	-6.0	-0.3	4.9	-0.2	-2.6	-6.9
CC1CCN(CC(=O)Nc2cc(C(F)(F)F)ccc2Cl)CC1	-1.3	x	-0.6	-1.9	6.7	x	-4.6	3.3
COc1ccc(/C=N/NC(=O)CSc2n[nH]c(=O)[nH]c2=O)cc1	2.4	x	-3.0	-3.7	3.3	x	0.0	-1.0
c1cnc2c(c1)ncc1cscc12	-6.1	0.1	x	x	1.1	x	x	-12.2
NC(N)=NS(=O)(=O)c1ccc(NC(=S)NC(=O)Cc2ccc(Cl)cc2)cc1	-1.7	x	-2.8	1.4	3.9	-7.5	4.5	-77.5
CCCn1nc(NC(=O)CC(C)C)c2cc3ccccc3nc21	x	x	-7.6	-26.3	x	-0.1	5.5	x
O=C(Cc1cccc2ccccc12)Nc1c(F)cccc1F	-8.4	x	-0.7	-6.4	3.7	20.2	-1.1	2.8
O=C(CN1C(=O)CSC1=O)N1CCCC(Nc2ccc(F)cc2)C1 (centres undefined)	1.6	0.8	3.3	-1.8	-1.2	7.5	-2.5	-9.3
CC(C)(C)c1ccc(C2CC2C(=O)N/N=C\c2ccc[nH]2)cc1 (centres undefined)	2.7	x	x	15.8	-1.0	-52.4	x	-20.5
COc1ccccc1S(=O)(=O)N[C@H]1CC[C@@H](CC(=O)NCc2cc(F)cc(F)c2)O[C@H]1CO	-2.1	-0.1	x	x	2.1	x	x	-0.2
CCc1ccccc1N1C(=O)C2CC=CCC2C1=O (centres undefined)	x	x	6.0	-3.7	x	2.2	4.6	x
C[C@H]1CN([C@@H](C)CO)C(=O)c2cccc(N(C)C)c2O[C@H]1CN(C)Cc1ccc(C(=O)Nc2ccccc2N)cc1	5.4	0.1	10.3	0.8	-2.9	-7.4	5.5	4.3
COCCNS(=O)(=O)c1ccc2c(c1)C(=O)c1cc(S(=O)(=O)NCCOC)ccc1-2	x	x	3.6	29.6	x	-8.7	-7.7	x
C/C(N)=C(/C#N)C(=O)COC(=O)CNS(=O)(=O)c1ccc(C)cc1	0.2	1.4	3.0	0.7	-4.0	-1.1	-4.1	1.9
CC(=O)c1c(C)n(-c2ccccc2)c2ccc(O)cc12	x	x	-8.0	-11.9	x	1.3	3.6	x
COc1ccc(CC(=O)NNS(=O)(=O)c2cccc([N+](=O)[O-])c2)cc1OC	0.1	x	1.6	x	-0.1	-1.7	3.4	-8.2

Exported field by field: part of the list above.
canonical_smiles: COc1ccc(CC(=O)NNS(=O)(=O)c2cccc([N+](=O)[O-])c2)cc1OC
  ERp5 inh: 0.1; E-sel inducer: x; RAD54 inh: 1.6; ARNT-TACC3 inh: x; CASP6 VEID inh: -0.1; esBAF inh: -1.7; PglD DTNB: 3.4; RAD52 inh: -8.2
canonical_smiles: C/C(N)=C(/C#N)C(=O)COC(=O)CNS(=O)(=O)c1ccc(C)cc1
  ERp5 inh: 0.2; E-sel inducer: 1.4; RAD54 inh: 3.0; ARNT-TACC3 inh: 0.7; CASP6 VEID inh: -4.0; esBAF inh: -1.1; PglD DTNB: -4.1; RAD52 inh: 1.9

Source: PubChem BioAssay (Broad Institute)
